PMI act hi M6P – human PMI activators, high substrate, primary screen, biochemical, fluorescence intensity, near-saturating mannose 6-phosphate. activation factor at 20 µM. coupled PMI enzyme assay, resazurin fluorescence, 20 min; stronger effect = higher value; 1 = untreated enzyme, 0 = substrate-free blank. hit rate 0.34% among 190,000. AID 1216, 2008. Mannose-6-phosphate isomerase (Homo sapiens), P34949;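 active means activation factor of 2 or more at 20 µM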
Target sequence (P34949 whole entry, looked up): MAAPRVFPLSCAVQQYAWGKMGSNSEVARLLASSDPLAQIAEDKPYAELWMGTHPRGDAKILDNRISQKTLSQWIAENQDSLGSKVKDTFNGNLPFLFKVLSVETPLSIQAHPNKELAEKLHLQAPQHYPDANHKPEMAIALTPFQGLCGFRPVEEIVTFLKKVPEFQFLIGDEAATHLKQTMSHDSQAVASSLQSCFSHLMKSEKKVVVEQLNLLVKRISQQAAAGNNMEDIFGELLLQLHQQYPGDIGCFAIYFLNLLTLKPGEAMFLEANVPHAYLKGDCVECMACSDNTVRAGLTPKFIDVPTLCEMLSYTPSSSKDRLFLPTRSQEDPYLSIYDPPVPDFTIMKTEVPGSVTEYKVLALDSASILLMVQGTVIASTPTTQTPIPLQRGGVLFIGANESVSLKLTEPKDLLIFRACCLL
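Material: human phosphomannose isomerase with PGI, G6PDH, diaphorase coupling enzymes / Reagent: Man-6-P substrate 1.0 mM / Dosing: single compound dose of 20 µM, 1% DMSO final / Incubation: enzyme reaction with compound 20 min at room temperature / Signal: resorufin fluorescence (Ex 544/Em 590 nm) from resazurin via diaphorase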
Diaphorase inh – diaphorase inhibitors and chemical oxidizers, primary screen, counter-screen for diaphorase-coupled primary assays, biochemical, uHTS, resorufin fluorescence; hit rate 0.69% among 190,000; inhibition, % at 20 µM; diaphorase resazurin-to-resorufin fluorescence, NADH, 16 min; bacterial (C. kluyveri) enzyme, not human;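 active means primary screen inhibition at 20 µM above a set limit, cut at about 50% in these data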;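 further: plate controls were DMSO with full reaction for no effect and wells lacking NADH for full effect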
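Test system: bacterial diaphorase enzyme (C. kluyveri); Quantity: 0.14 U/mL diaphorase, enzyme working solution; Times: reaction incubation of 16 min at room temperature; Measured by: fluorescence of resorufin formed from resazurin, Ex 544/Em 590 nm; Benchmarks: positive control minus NADH, DMSO neutral control.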
Diaphorase act – compounds boosting diaphorase resazurin reduction – biochemical, uHTS, resorufin fluorescence, counter-screen for diaphorase-coupled primary assays, primary screen. Diaphorase/resazurin coupled assay, 16 min; stronger effect = higher value; 1 = vehicle wells, 0 = NADH-free wells. activation factor at 20 µM. hit rate 0.005% among 190,000. AID 1229, 2008;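 active means diaphorase activity raised at least twofold by the compound at 20 µM; inactive means activation factor below 2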
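Material: Purified diaphorase enzyme from Clostridium kluyveri | Buffer or medium: 50 mM HEPES pH 7.4 with 4.542 mM MgCl2, 0.005% Tween 20 | Times: 16 min enzyme reaction, ambient temperature | Signal: Red resorufin fluorescence at 544/590 nm excitation/emission | Measure: Increased resorufin signal from activators or reducing compounds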
TNAP inh hi DEA – human TNAP enzyme inhibitors, primary screen, biochemical, luminescent, high phosphate acceptor level, uHTS. inhibition, % at 20 µM. purified TNAP, CDP-star luminescence, 1 M DEA. hit rate 0.03% among 200,000;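 active means over 50% inhibition of tissue-nonspecific alkaline phosphatase at 20 µM in the single-dose screen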;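 further: plate controls were DMSO wells for no effect and EDTA-quenched wells as full inhibition for full effect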
TNAP inh noacc – human TNAP enzyme inhibitors, primary screen, biochemical, luminescent, no phosphate acceptor, uHTS; Alkaline phosphatase, tissue-nonspecific isozyme (Homo sapiens), P05186; purified TNAP, CDP-star luminescence, 30 min; inhibition, % at 20 µM; hit rate 0.26% among 200,000;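 active means tissue-nonspecific alkaline phosphatase inhibition above about 50% at 20 µM in the single-dose screen, limit read from the data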;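 further: 0% = DMSO negative control and 100% = EDTA positive control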
FLuc act counter – FLuc activators, initial screening, artefact control for FLuc-dependent activation tests, biochemical, ATPlite luminescence. Luciferin 4-monooxygenase (Photinus pyralis), P08659. ATPlite luciferase biochemical, 10 min; 0 = ATP-free wells, 1 = DMSO control. activation factor at 10 µM. 200,000 tested, under 10 active. AID 1027, 2008;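 active means luciferase activation factor, scaled between plate controls, of at least 2 with compound at 10 µM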
Target sequence (P08659 whole entry, looked up): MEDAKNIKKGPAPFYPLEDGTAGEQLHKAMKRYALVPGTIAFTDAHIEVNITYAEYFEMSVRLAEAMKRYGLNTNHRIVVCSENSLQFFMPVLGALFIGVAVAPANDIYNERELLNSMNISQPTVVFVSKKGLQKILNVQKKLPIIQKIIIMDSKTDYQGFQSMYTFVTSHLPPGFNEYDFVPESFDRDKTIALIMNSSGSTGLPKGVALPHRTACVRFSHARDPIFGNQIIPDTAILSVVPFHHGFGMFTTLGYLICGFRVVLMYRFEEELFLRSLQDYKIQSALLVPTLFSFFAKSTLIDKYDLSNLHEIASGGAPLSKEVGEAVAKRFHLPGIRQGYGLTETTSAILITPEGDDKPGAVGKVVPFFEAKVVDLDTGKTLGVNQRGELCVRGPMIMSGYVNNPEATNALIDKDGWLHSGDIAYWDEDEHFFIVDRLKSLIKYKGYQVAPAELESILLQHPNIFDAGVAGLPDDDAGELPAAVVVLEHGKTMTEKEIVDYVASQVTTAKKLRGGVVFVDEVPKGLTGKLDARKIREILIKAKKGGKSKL
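assay system = Luciferase/luciferin detection reagent, cell-free biochemical luciferase assay | also added = ATP substrate | times = 10 min post-reagent at room temperature | measured by = luminescence from luciferase reaction | measure = luciferase activation, seen as luminescence increase over controls | benchmarks = low control with PBS replacing ATP, high control enzyme plus ATP without compound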
G6PDH counter – L. mesenteroides G6PDH inhibitors, counter-screen for G6PDH-coupled screening assays, biochemical, Leuconostoc mesenteroides enzyme; glucose-6-phosphate dehydrogenase [Leuconostoc mesenteroides]; Purified L. mesenteroides G6PDH, diaphorase/resazurin coupled fluorescence, 45 min; inhibition, % at 5 µM; hit rate 0.12% among 200,000; in the data active means inhibition above about 50%
Efa HMGR inh – inhibitors of E. faecalis class II HMGR, primary screen, biochemical, Enterococcus faecalis; purified E. faecalis HMGR, NADPH absorbance 340 nm kinetic; HMG-CoA reductase (Enterococcus faecalis, mvaE); inhibition, % at 10 µM; hit rate 0.41% among 190,000; AID 1066, 2008;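 active means inhibition above a set limit, the median over all tested compounds plus 3 SD, cut at about 9.5% in these data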;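 further: enzyme runs in reverse so mevalonate oxidation gives rising NADPH absorbance; 0% = complete reaction with DMSO and 100% = background rate lacking mevalonate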
TNAP act hiacc – TNAP activators at high phosphate acceptor level, primary screen, biochemical, luminescence, uHTS. Alkaline phosphatase, tissue-nonspecific isozyme (Homo sapiens), P05186. purified TNAP, CDP-star luminescence, 1 M DEA, 30 min; stronger effect = higher value; 0 = EDTA background, 1 = DMSO-only activity. activation factor at 20 µM. 200,000 tested, under 10 active. AID 1136, 2008;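 active means activation factor at least 2 at 20 µM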
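Test system – human TNAP · Doses – 20 µM single point · Incubation – 30 min, room temperature · Signal – luminescent substrate turnover signal · Read-out basis – activation factor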
PMI activator – activators of human PMI, primary screen, biochemical, fluorescence intensity, near-Km mannose 6-phosphate. Mannose-6-phosphate isomerase (Homo sapiens), P34949. purified human PMI, coupled resazurin fluorescence, 20 min; stronger effect = higher value; 1 = vehicle control, 0 substrate-free wells. activation factor at 20 µM. hit rate 0.005% among 190,000;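 active means activation factor of 2 or more at 20 µM, relative to plate controls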
* hit, by the source's call; nt = no result given.

Sample of the layout (12 entries):
SMILES	PMI act hi M6P	Diaphorase inh	Diaphorase act	TNAP inh hi DEA	TNAP inh noacc	FLuc act counter	G6PDH counter	Efa HMGR inh	TNAP act hiacc	PMI activator
COC(=O)c1cc2occc2n1CC(=O)N(C)C1CCCCC1	1	9.7	0.9	-1.1	-9.6	1.1	-3.8	0.7	1	1
COC(=O)c1ccc(-c2ccc(/C=N/N3C(=O)C4C5C=CC(CC5)C4C3=O)o2)cc1 (configuration not stated)	0.9	8.0	0.9	-5.2	-4.8	1	18.7	-4.8	1.1	0.8
COc1ccc(N(CC(=O)Nc2nccs2)S(=O)(=O)c2c(C)[nH]c(=O)[nH]c2=O)cc1	1.1	-8.7	1.1	2.3	-4.9	0.9	-4.9	3.4	1	1.1
CCCCn1c(SCC(=O)Nc2ccc3c(c2)CCC3)nc2ccccc2c1=O	1	4.2	1	-3.2	-7.1	1	-3.8	-4.4	1	1
O/N=C/C1=C(Cl)c2ccccc2CC1	1	11.7	0.9	-4.3	-4.3	1.1	11.3	6.0	1	1
O=C(Nc1ccc(Cl)c(Cl)c1)c1ccc(Cn2c(=O)[nH]c3ccsc3c2=O)cc1	0.9	10.0	0.9	-2.4	-5.1	1.1	12.6	1.7	1	1
Cc1ccc(NC(=O)/C(=C/c2cccs2)NC(=O)c2ccco2)cc1	0.9	11.7	0.9	0.2	-7.7	1.1	-0.1	1.2	1	0.9
CCCNC(=O)c1c(O)c2c([nH]c1=O)CCCC2	nt	nt	nt	4.8	1.3	1	0.1	-2.6	1	nt
Nc1c2c(nc3ccccc13)N(c1ccccc1)CC2	1	8.2	0.9	1.3	-9.7	1	-18.1	-2.4	1	1
Cc1nc2ccccc2c2oc(C(=O)NCc3ccc4c(c3)OCO4)cc12	0.9	11.2	0.9	-9.6	-4.7	1.1	3.6	-2.2	1.1	0.9
Cc1cc2nc(-c3ccc(SCC(=O)N4CCN(C(=O)c5ccco5)CC4)nc3)[nH]c2cc1C	1	0.7	1	1.0	-4.3	0.2	-67.1	-6.8	1	1
CCCOc1ccc(-c2cc(C(F)(F)F)c(C#N)c(SCC(=O)O)n2)cc1	1	7.4	0.9	-4.9	-19.2	1	2.7	-4.1	1	1.1

The whole of this part (from the top)
SMILES	PMI act hi M6P	Diaphorase inh	Diaphorase act	TNAP inh hi DEA	TNAP inh noacc	FLuc act counter	G6PDH counter	Efa HMGR inh	TNAP act hiacc	PMI activator
COC(=O)c1cc2occc2n1CC(=O)N(C)C1CCCCC1	1	9.7	0.9	-1.1	-9.6	1.1	-3.8	0.7	1	1
COC(=O)c1ccc(-c2ccc(/C=N/N3C(=O)C4C5C=CC(CC5)C4C3=O)o2)cc1 (configuration not stated)	0.9	8.0	0.9	-5.2	-4.8	1	18.7	-4.8	1.1	0.8
COc1ccc(N(CC(=O)Nc2nccs2)S(=O)(=O)c2c(C)[nH]c(=O)[nH]c2=O)cc1	1.1	-8.7	1.1	2.3	-4.9	0.9	-4.9	3.4	1	1.1
CCCCn1c(SCC(=O)Nc2ccc3c(c2)CCC3)nc2ccccc2c1=O	1	4.2	1	-3.2	-7.1	1	-3.8	-4.4	1	1
O/N=C/C1=C(Cl)c2ccccc2CC1	1	11.7	0.9	-4.3	-4.3	1.1	11.3	6.0	1	1
O=C(Nc1ccc(Cl)c(Cl)c1)c1ccc(Cn2c(=O)[nH]c3ccsc3c2=O)cc1	0.9	10.0	0.9	-2.4	-5.1	1.1	12.6	1.7	1	1
Cc1ccc(NC(=O)/C(=C/c2cccs2)NC(=O)c2ccco2)cc1	0.9	11.7	0.9	0.2	-7.7	1.1	-0.1	1.2	1	0.9
CCCNC(=O)c1c(O)c2c([nH]c1=O)CCCC2	nt	nt	nt	4.8	1.3	1	0.1	-2.6	1	nt
Nc1c2c(nc3ccccc13)N(c1ccccc1)CC2	1	8.2	0.9	1.3	-9.7	1	-18.1	-2.4	1	1
Cc1nc2ccccc2c2oc(C(=O)NCc3ccc4c(c3)OCO4)cc12	0.9	11.2	0.9	-9.6	-4.7	1.1	3.6	-2.2	1.1	0.9
Cc1cc2nc(-c3ccc(SCC(=O)N4CCN(C(=O)c5ccco5)CC4)nc3)[nH]c2cc1C	1	0.7	1	1.0	-4.3	0.2	-67.1	-6.8	1	1
CCCOc1ccc(-c2cc(C(F)(F)F)c(C#N)c(SCC(=O)O)n2)cc1	1	7.4	0.9	-4.9	-19.2	1	2.7	-4.1	1	1.1
CC(=O)n1nc(-c2cccnc2)nc1N	0.9	10.3	0.9	1.7	5.7	1	7.7	-1.6	1	0.9
O=C(C1CCN(S(=O)(=O)c2ccc(F)cc2)CC1)N1CC=C(c2ccccc2)CC1	1	34.4	0.7	-6.4	-11.3	1.1	-27.1	-0.2	1.1	0.8
O=C(Cc1ccc(F)cc1)c1ccc(O)cc1O	0.9	6.8	0.9	-2.0	-2.9	1	1.5	1.9	1	1
CCC(=O)N(Cc1cc2cc(OC)ccc2[nH]c1=O)c1ccccc1C	1	-2.2	1	-4.9	3.0	1.1	8.1	-5.8	1	1.2
Cc1onc(-c2ccccc2Cl)c1C(=O)Nc1ncn[nH]1	1.1	8.7	0.9	-0.4	1.2	1.1	6.1	-5.0	1	1.1
O=C(CCS(=O)(=O)Cc1ccc(Cl)cc1)NCCCN1CCOCC1	1	0.0	1	-2.3	-5.5	1.1	5.0	-9.1	1	0.9
OCCNc1nc2ccc(Cl)cc2[nH]1	1	-2.0	1	-4.1	-9.5	1	0.0	-3.4	1	1
CCOC(=O)C1(CCOc2ccccc2)CCN(C(=O)c2ccc(-n3cccn3)cc2)CC1	1	22.9	0.8	-1.0	5.5	1	9.4	-1.8	1	0.9
COCCn1cc(C(=O)N2CCC(C)CC2)c2c3ccccc3n(C)c2c1=O	1.1	9.9	0.9	0.1	-6.3	1	2.7	-3.5	1	1
COc1ccc(-n2cc(CNCCCn3ccnc3)c(-c3cccc(F)c3)n2)cc1	1	-63.4	1.6	-0.9	-3.3	1	5.6	9.4	1	1
O=C(Nc1ccncc1)Nc1ccncc1	0.9	-10.9	1.1	-0.6	-6.4	1	9.1	-3.2	1	1
COc1ccc2c(c1)C(=O)[C@H](O)[C@@H](c1ccc(OC)c(Br)c1)O2	0.9	15.0	0.8	3.6	-13.3	1.1	13.5	3.2	1	1
COc1cc(NC(=O)CSc2ccccc2)c(C(=O)O)cc1OC	1.1	16.0	0.8	-0.4	-6.5	1	-0.1	-6.8	1	1
Cc1ccc(OCC(=O)Nc2ccc(N3CCN(S(C)(=O)=O)CC3)cc2)cc1	1.1	-15.2	1.2	-4.4	-9.3	1	6.9	3.3	1	1.1
COC(=O)c1ccc(C(=O)Nc2cc(Cl)ccc2Cl)cc1NC(=O)c1ccccc1C	0.8	2.6	1	-2.9	-12.1	1	-30.4	-4.0	1	0.9
O=C(CN1CCC(n2nnc3cc(F)ccc32)CC1)NCCc1ccccc1	1	4.9	1	-1.4	-2.6	1.1	9.5	5.8	1	1
CCCCCOC(=O)c1ccccc1C(=O)O	1	12.1	0.9	-0.1	-0.1	1	12.9	2.3	1	0.9
CCn1c(C)nc2cc(C(=O)NNC(=O)c3ccc(Cl)nc3)ccc21	1	1.9	1	1.1	-29.8	1	3.9	-4.5	1	1
COC(=O)c1cccnc1-n1c(=O)c2cccnc2n(Cc2cccc([N+](=O)[O-])c2)c1=O	0.9	17.8	0.8	-1.3	-13.4	1.1	3.2	-1.4	1	1
O=C(/C(=N/N=C/c1ccc(O)c(O)c1O)c1ccccc1)c1ccccc1	0.7	61.5*	0.4	25.0	23.2	1	20.1	1.9	0.8	0.4
O=C(CCC(=O)Nc1nnc(C2CCCCC2)s1)NCc1cccs1	1	-1.0	1	-4.0	-5.6	1	4.0	-2.0	1	1
N#C/C(=C\c1ccc(-c2ccc(S(=O)(=O)N3CCOCC3)cc2)o1)C(=O)NC1CC1	1	6.0	0.9	3.0	-1.6	1.1	-0.4	-3.9	1	1
COC(=O)Cc1nc2ccccc2[nH]1	1	23.9	0.8	-5.8	-13.1	1	4.9	3.7	1.1	1
Cc1noc(C)c1C(=O)NCCC1=CCCCC1	1	-2.8	1	-4.7	-12.9	1.1	-1.0	-0.9	1	1
CCCCCCS(=O)[C@H]1CS(=O)(=O)C[C@@H]1S(=O)CCCCCC (some centres not stated)	1.8	9.0	0.9	-2.7	-4.6	1	1.3	-8.1	1	1.4
CCOC(=O)c1c(C)n(-c2ccccc2)c2ccc(O)c(CN(C)C)c12	0.9	0.7	1	-4.6	-2.6	1.1	-1.7	-1.5	1	0.9
COCCNc1nc2c(c(=O)n(C)c(=O)n2C)n1Cc1cccc(C(F)(F)F)c1	1	-3.5	1	2.6	-3.8	1	-1.9	1.2	1	0.9
COc1cccc(-n2cc(CN(C)Cc3nc(Cc4cccc(F)c4)no3)cn2)c1	0.8	13.1	0.9	-7.8	-5.3	1	18.8	-7.8	1.1	0.8
Cc1ccccc1C(=O)NNC(=O)c1ccc(Br)cc1	1.1	3.1	1	-3.8	-19.0	0.9	3.8	-3.5	1	1.1

Screening data from PubChem BioAssay.

Not a hit list; overall some 1.7% were active at least once.
